MMP13 inh – human MMP13 inhibitors, primary screen, biochemical, FRET peptide cleavage; MMP-13 fTHP FRET cleavage, Mca fluorescence; actives 0.07% (n = 65,000); Collagenase 3 (Homo sapiens), P45452; inhibition, % at 4 µM;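 active = inhibition above the mean of compound-free control plate wells plus 3 SD, cut at about 14% in these data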;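 note: 0% = DMSO wells and 100% = wells with reference MMP-13 inhibitor after basal subtraction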
AP ELISA ortho – alternative complement pathway inhibitors, primary screen, biochemical, ELISA, human serum, orthogonally pooled compounds; AID 1235, 2008; actives 0.08% (n = 62,000); LPS-coated ELISA, C3 deposition; tested in compound mixtures; inhibition, % at 5 µM;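 active = inhibition above 30% in each of the two pooled mixtures holding the compound, so the lower value exceeds 30%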;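 note: 0% = serum in Mg-EGTA without compound and 100% = EDTA serum blank; some compounds past the cut are filed as inactive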
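Test system: human serum alternative complement pathway, C3 deposition on LPS-coated wells; also added: Plate-bound LPS; doses: 5 µM per compound in ten-compound mixtures; schedule: 1 h at 37 °C; detection: Anti-C3 ELISA, OD 450 nm; evaluation: percent inhibition of C3 deposition onto LPS; repeats: two pool placements per compound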
JNK3 inh – JNK3 kinase activity inhibitors, primary screen, biochemical, human, purified enzyme; actives 0.61% (n = 60,000); AID 746, 2007; HTS; inhibition, % at 8 µM; in the data active = inhibition above about 17%;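 note: 0% = DMSO and 100% = reference inhibitor; many of its hits are not listed in these tables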
Hsp90 block – tumor Hsp90 inhibitors, primary screen, cell lysate, fluorescence polarization, NCI-N417 lysate; Cy3B-geldanamycin FP displacement; inhibition, % at 30 µM; actives 0.35% (n = 64,000); AID 429, 2006;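 active = inhibition above 50%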;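 note: 0% = tracer plus lysate wells and 100% = tracer alone without lysate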
MKP-1 inh – MKP-1 phosphatase inhibitors, primary screen, biochemical, in vitro. Dual specificity protein phosphatase 1 (Homo sapiens), P28562. recombinant MKP-1, OMFP hydrolysis fluorescence. inhibition, %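 (compounds tested at a single concentration somewhere between 10 and 100 µM)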. actives 0.15% (n = 65,000);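 active = inhibition above about 50%, limit read from the data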;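 note: 0% = DMSO max control wells and 100% = wells with enzyme stopped by NaOH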
Target sequence (P28562 whole entry, looked up): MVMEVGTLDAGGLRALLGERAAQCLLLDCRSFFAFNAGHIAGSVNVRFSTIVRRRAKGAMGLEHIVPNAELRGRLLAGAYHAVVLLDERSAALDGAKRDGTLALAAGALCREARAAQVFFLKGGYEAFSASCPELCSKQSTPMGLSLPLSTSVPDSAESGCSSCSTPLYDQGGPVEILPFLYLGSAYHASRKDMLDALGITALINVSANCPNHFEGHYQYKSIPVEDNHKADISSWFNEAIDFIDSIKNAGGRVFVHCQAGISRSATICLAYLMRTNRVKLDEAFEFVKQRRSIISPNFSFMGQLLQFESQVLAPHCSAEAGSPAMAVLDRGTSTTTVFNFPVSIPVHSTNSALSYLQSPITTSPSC
Cdc25B inh – inhibitors of Cdc25B phosphatase catalytic domain, primary screen, biochemical, OMFP fluorescence; M-phase inducer phosphatase 2 (Homo sapiens), P30305; recombinant Cdc25B, OMFP fluorescence Ex485/Em525; inhibition, %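 (compounds tested at 10 µM final in the well)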; actives 0.1% (n = 65,000); AID 368, 2006; in the data active = inhibition above about 50%
FXIa inh mix – FXIa protease inhibitors in compound pools, primary screen, biochemical, 10-compound mixtures | actives 0.19% (n = 62,000) | inhibition, % at 5 µM | purified FXIa, fluorogenic substrate, pooled mixtures | Coagulation factor XI (Homo sapiens), P03951;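 note: each value is inhibition by a whole ten-compound pool holding the compound; 0% = enzyme with no mixture and 100% = wells lacking enzyme; strong numbers were not always called active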
A340 absorber – compound light absorbance at 340 nm, profiling panel, artefact control, biochemical, MLSMR library, data from PS, PMK, MK assays; compound absorbance at 340 nm, fold over control; 65,000 tested, under 10 active; fold change at 10 µM;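 active = at 10 µM dose, initial 340 nm absorbance at least 2 fold that of control wells; inactive = change under 2 fold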;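 note: initial absorbance extrapolated from kinetic A340 decline of NADH oxidation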
FXIIa mix inh – human factor XIIa inhibitors, primary screen, biochemical, pooled compound mixtures, fluorogenic substrate; purified FXIIa; inhibition, % at 5 µM; actives 0.2% (n = 62,000); Coagulation factor XII (Homo sapiens), P00748;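 note: 0% = enzyme without compound and 100% = no enzyme blank; some results filed as inactive read as strong as hits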
Target sequence (P00748 20-372 limits assumed): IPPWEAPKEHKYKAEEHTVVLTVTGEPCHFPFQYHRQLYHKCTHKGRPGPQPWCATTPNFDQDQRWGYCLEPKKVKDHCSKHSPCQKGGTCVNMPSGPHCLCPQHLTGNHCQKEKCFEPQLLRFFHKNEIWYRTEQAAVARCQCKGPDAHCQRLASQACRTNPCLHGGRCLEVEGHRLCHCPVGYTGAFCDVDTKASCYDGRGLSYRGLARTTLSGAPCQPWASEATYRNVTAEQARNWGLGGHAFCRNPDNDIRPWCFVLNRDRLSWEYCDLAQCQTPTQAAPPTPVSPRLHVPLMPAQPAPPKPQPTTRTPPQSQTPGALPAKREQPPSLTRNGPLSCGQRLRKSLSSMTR
Target sequence (P00748 373-615 limits assumed): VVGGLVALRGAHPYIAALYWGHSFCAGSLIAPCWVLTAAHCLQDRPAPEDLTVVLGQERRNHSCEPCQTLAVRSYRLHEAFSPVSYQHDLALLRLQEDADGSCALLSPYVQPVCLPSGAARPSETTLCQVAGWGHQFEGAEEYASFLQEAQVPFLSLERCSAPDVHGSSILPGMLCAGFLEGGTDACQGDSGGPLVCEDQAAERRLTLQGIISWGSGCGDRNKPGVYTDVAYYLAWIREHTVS
Starred values were filed as active, the others as inactive; / = not tested or not shown. Cut-off read from the data, not from the text of the source, unless noted: active = inhibition above about 20% (passing the limit was not always enough); inactive = the rest.

SMILES	MMP13 inh	AP ELISA ortho	JNK3 inh	Hsp90 block	MKP-1 inh	Cdc25B inh	FXIa inh mix	A340 absorber	FXIIa mix inh
COCCn1c(CN2CCN(c3ccc(OC)cc3)CC2)nc2c1c(=O)n(C)c(=O)n2C	1	8	0	1	-13	-6	-1	1	-14
N#Cc1c(NC(=O)CCC(=O)O)sc2c1CCCC2	0	/	1	-9	-17	-25	/	1	/
CC1CN(C(=O)Cn2cnc3c2c(=O)n(C)c(=O)n3C)CC(C)O1 (stereo not given)	-3	14	2	0	-3	-1	-8	1	-17
CCCN(CCC)CCNC(=O)c1cc2c(=O)n(C)c3ccccc3c2n1C	-28	2	3	-3	-9	-7	-2	1	2
CC(=O)OC(C(=O)NCc1ccc2c(c1)OCO2)c1ccccc1Cl (stereo not given)	1	16	-1	3	3	-7	8	0.99	7
CCOc1ccc2[nH]c(=O)c(CN(Cc3nnnn3CCc3ccccc3)CC3CCCO3)cc2c1 (stereo not given)	-22	9	-4	-2	24	-24	2	1	-1
COc1ccc(N/C(=N\c2nc(C)cc(C)n2)NC(=O)C(C)C)cc1OC	3	/	-2	-1	-12	8	/	1	/
CC1CCN(S(=O)(=O)c2ccc(Br)s2)CC1	2	12	-4	-9	-9	-3	3	0.99	0
Cc1ccccc1N1C(=O)c2cccc3c(N(C)CCO)ccc(c23)C1=O	0	20	1	4	13	-5	9	1	3
CCOC(=O)c1c(N)sc(=S)c2c1CCC2	3	/	2	-12	-14	2	/	0.96	/
Cc1[nH]c2ccc(-c3nnc(SCC(=O)N4CCCc5ccccc54)o3)cc2c1C	0	-10	0	0	14	12	-3	1.1	1
CCOC(=O)Cc1csc(NC(=O)c2ccc3c(c2)OCO3)n1	2	16	3	-8	-2	2	0	1.1	1
Cc1c(NS(C)(=O)=O)c(=O)n(-c2ccccc2)n1C	3	4	-4	0	-1	-3	4	1	2
COc1ccc(N(CC(O)CN2CCCCC2)S(=O)(=O)c2ccc(C)cc2)cc1 (stereo not given)	2	4	3	-7	-13	-3	-2	1	1
CC(C)(C)n1ncc2c(=O)n(CC(=O)N3CCc4ccccc43)cnc21	0	-9	7	-2	1	-6	-2	0.96	15
COc1ccc(N2C(=O)CCC(C(=O)N3CCC(C(N)=O)CC3)C2c2ccc(F)cc2)cc1 (stereo not given)	0	-2	/	/	3	-10	3	1	5
Cc1c(C(=O)NCc2cccnc2)sc2nc(-c3ccccc3)cn12	2	19	0	-3	13	3	5	1	-16
Cc1sc2nc(SCC(=O)c3cc(C)n(CC4CCCO4)c3C)n(C(C)C)c(=O)c2c1C (stereo not given)	-1	12	-2	-9	26	-11	5	1.1	4
C=CCn1c(SCc2nc3c(c(=O)[nH]c(=O)n3CCCC)n2CCC)nnc1-c1ccccc1	-10	5	-3	-4	24	-21	1	1	7
O=C(CSc1nc2ccccc2[nH]1)Nc1ccc(F)cc1	1	18	11	-1	4	-3	3	1	-1
CCCCOc1ccc(CN(C)c2ncnc(N)n2)cc1	2	/	3	15	-7	0	/	1	/
CCOC(=O)c1c(-c2ccc(OC)cc2)nc2nonc2c1N	1	21	2	1	15	-3	4	1.2	8
CCOC(=O)N1CCN(c2nc(C)cc(C(F)(F)F)n2)CC1	0	16	/	/	3	-7	5	1.1	29
O=C(Oc1ccc2ccc(OC(=O)N3CCOCC3)cc2c1)N1CCOCC1	-1	7	1	-3	-10	-3	20	1	11

The list goes on; the last 2 above are carried over.
SMILES	MMP13 inh	AP ELISA ortho	JNK3 inh	Hsp90 block	MKP-1 inh	Cdc25B inh	FXIa inh mix	A340 absorber	FXIIa mix inh
CCOC(=O)N1CCN(c2nc(C)cc(C(F)(F)F)n2)CC1	0	16	/	/	3	-7	5	1.1	29
O=C(Oc1ccc2ccc(OC(=O)N3CCOCC3)cc2c1)N1CCOCC1	-1	7	1	-3	-10	-3	20	1	11
CCOC(=O)c1c(C)[nH]c(C(=O)COC(=O)c2cn(CC)c3nc(C)ccc3c2=O)c1C	0	13	-4	-2	3	-3	8	1	-10
Cc1ccc(OCCn2c(C)c(/C=N/n3cnnc3)c3ccccc32)cc1	-2	5	-5	0	18	-3	0	1.1	0
CN1C(=O)N(C)C2CC1N(C)C(=O)N2C	-2	10	1	0	4	-4	5	1.1	10
COc1ccc(OC)c(C(c2nnnn2C(C)(C)C)N2CCc3ccccc3C2)c1 (stereo not given)	1	-11	11	-1	11	-21	-3	1	-12
CCC(C)c1ccc(O)c(N)c1 (stereo not given)	6	14	2	13	-11	5	3	1	1
CC(C)C(c1nnnn1Cc1ccccc1)N(CCCO)Cc1cc2cc3c(cc2[nH]c1=O)OCO3 (stereo not given)	-21	18	5	1	15	-14	5	1.1	7
Cc1c(N2C(=O)CSC23C(=O)Nc2ccccc23)c(=O)n(-c2ccccc2)n1C (stereo not given)	3	2	-2	-2	8	5	5	1	2
NC12CC3CC(C1)CC(O)(C3)C2	-1	9	0	2	-26	-1	3	0.96	-9
CC(=O)Nc1ccccc1NC(=O)C(F)(F)F	4	22	5	-3	15	11	10	1	-2
CC(C)CN(CC(C)C)c1nc(N)c(C#N)c(CC#N)c1C#N	0	-6	-3	-7	4	-8	4	1	5
O=C(CCCCn1c(=O)c2ccccc2n(CC(=O)Nc2cccc(F)c2)c1=O)NCc1ccco1	-2	24	-3	-1	12	-4	5	0.99	11
COc1cc(CN2CCN(c3ccccc3F)CC2)cc(OC)c1O	2	-1	-6	2	11	2	15	1	2
COC(=O)CCC(=O)Nc1nc(-c2ccccc2)cs1	-1	-7	4	-3	11	-4	-1	1	5
CCOc1ccc(CCNC(=O)C(CC)n2nc(C)n3c(cc4sccc43)c2=O)cc1OCC (stereo not given)	2	13	1	1	13	-12	3	1	9
CCSc1nc2c(c(=O)[nH]1)C(C(C)C)C(C#N)=C(N)O2 (stereo not given)	6	13	-4	-4	-3	-20	1	1	1
O=C(CSc1nnc(-c2cccnc2)n1Cc1ccco1)c1ccc(Cl)c(Cl)c1	8	17	-2	-15	20	9	6	1	0
CCc1ccc2oc(-c3cc(N)cc(C)c3O)nc2c1	0	-3	-6	-4	14	2	5	1.1	3
COc1ccccc1C(=O)OCn1nnc2ccccc2c1=O	-15	11	3	1	-9	-5	1	0.99	2
CC(C)c1nc(=S)n(-c2ccccc2)[nH]1	3	14	3	0	8	2	9	1	6
COc1ccc(CNc2nc3ccccc3n2CCN2CCCCC2)c(OC)c1	2	-19	-1	-2	2	-3	5	1.1	15
CCCc1nc(SCC(=O)N2CCCC2)c2ccccc2n1	-3	0	17*	-1	6	-18	2	1	8
O=C(Nc1ccc2c(c1)oc1ccccc12)C1CC1	2	20	0	-8	-18	-7	2	1	-2
CCn1c(=NC(=O)CSC(C)=O)sc2ccccc21	4	4	/	1	30	0	7	1.1	8
CN(c1ccccc1C(N)=O)S(=O)(=O)c1ccccc1	3	5	-1	1	-2	-15	0	0.99	-4
Cc1cc(Nc2ccccc2C(=O)O)nc2nc3ccccc3c(=O)n12	2	-4	3	-2	-10	10	-2	1	-4
C=C1CSc2nc(=O)c3c(C)c(C)sc3n21	2	10	1	-2	4	-6	-7	1.1	1
Cc1cc(C)c(C(=O)CN2C(=O)CCC2=O)cc1C	0	13	3	-7	9	-2	-1	0.99	1
CC(=O)N(CN1C(=O)c2ccccc2C1=O)c1cccc(C)c1	-1	11	-1	0	-8	1	1	1.1	6
CC(=O)c1ccc(NC(=O)N2CCN(c3cccc(Cl)c3)CC2)cc1	3	-4	-8	-4	12	-15	2	1	-8
CN1CCN(C2=C(Cl)C(=O)N(c3ccc(Cl)c(Cl)c3)C2=O)CC1	1	18	/	/	3	-10	7	1.1	-20
CN1CCCN(C(=O)c2cc(=O)[nH]c3ccccc23)c2nc3ccccc3nc21	-3	4	5	-2	8	3	3	1	8
CCn1c(SCC(=O)Nc2ccc(OC)c(OC)c2)nnc1-c1cccs1	-14	-1	-1	-5	-24	0	7	1	-20
Cn1c(=O)[nH]c(=O)c2c1nc(N1CCCC1)n2CCCSc1nc2ccccc2o1	-14	17	/	/	14	6	6	0.91	7
COc1ccccc1-c1c(C)nn2c(C)cc(C)nc12	2	17	7	0	-7	1	-1	1	2
O=C(CC(CC(=O)c1ccccc1)C(=O)O)c1ccccc1	/	4	/	-1	12	-4	-5	0.98	-5
COc1ccc(S(=O)(=O)N2CCN(Cc3c[nH]c4ccccc34)CC2)cc1	1	-7	4	-5	0	-1	6	1	-17

Part of the list above, with values under each structure.
Below each compound – MMP13 inh	AP ELISA ortho	JNK3 inh	Hsp90 block	MKP-1 inh	Cdc25B inh	FXIa inh mix	A340 absorber	FXIIa mix inh
> CCn1c(SCC(=O)Nc2ccc(OC)c(OC)c2)nnc1-c1cccs1
  -14	-1	-1	-5	-24	0	7	1	-20
> Cn1c(=O)[nH]c(=O)c2c1nc(N1CCCC1)n2CCCSc1nc2ccccc2o1
  -14	17	/	/	14	6	6	0.91	7
> COc1ccccc1-c1c(C)nn2c(C)cc(C)nc12
  2	17	7	0	-7	1	-1	1	2
> O=C(CC(CC(=O)c1ccccc1)C(=O)O)c1ccccc1
  /	4	/	-1	12	-4	-5	0.98	-5

Further compounds
SMILES	MMP13 inh	AP ELISA ortho	JNK3 inh	Hsp90 block	MKP-1 inh	Cdc25B inh	FXIa inh mix	A340 absorber	FXIIa mix inh
Nc1c2c(nc3ccn(-c4ccccc4)c(=O)c13)CCCCC2	-12	6	1	-4	5	8	0	1	1
Cn1c(=O)n(C)c2cc(C(=O)c3ccccc3)ccc21	-5	/	-6	-8	-25	-6	/	1.1	/
COc1ccccc1-c1n[nH]c(=S)n1-c1ccccc1	-1	2	14	-3	-15	-6	1	1.1	-1
COc1ccccc1N1C(=O)C2ON(c3ccccc3)C(c3ccc(N(C)C)cc3)C2C1=O (stereo not given)	0	/	2	0	-17	19	/	1	/
Cc1nc(/N=C(\N)Nc2ccccc2)nc2ccccc12	-11	-5	3	-6	-12	-1	0	1	-2
Cc1cc(C)nc(Sc2c(C)n[nH]c2C)n1	-14	-16	-6	-2	0	-14	1	1	-2
Cc1ccc(N2C(=O)CC(N3CCN(C4CCc5ccccc5C4)CC3)C2=O)cc1 (stereo not given)	-4	11	4	-3	6	-4	6	1	4
O=C(O)c1ccccc1C1=Nc2ccc(O)cc2Oc2cc(O)ccc21	3	-23	1	61*	18	-8	6	1	6
Cc1ccc2nc(-c3ccc(NC(=O)c4ccco4)cc3)[nH]c2c1	3	19	6	0	-2	-2	3	1.1	20
CCCOc1ccc(N2CC(C(=O)NC(C)C)CC2=O)cc1 (stereo not given)	4	5	-7	3	-7	-5	9	1	-27
COC(C(=O)Nc1cccc(F)c1)c1ccccc1 (stereo not given)	-3	4	-2	0	11	7	17	1	41
CC1CCN(C(c2ccc(N(C)C)cc2)c2nnnn2C(C)(C)C)CC1 (stereo not given)	3	14	-8	2	-16	9	1	1	12
CC/C(=N\O)C(C)(C)/[N+]([O-])=C/c1ccc(Br)cc1	-2	29	5	0	5	-12	7	1	8
COCCNC(=O)C(c1cccc(OC)c1)N(Cc1cccs1)C(=O)Cn1nnc2ccccc21 (stereo not given)	4	-7	-4	1	5	-1	-1	0.98	-23
CCCCC[C@H](O)/C=C/[C@@H]1[C@@H](CCCCCCC(=O)O)[C@@H](O)C[C@H]1O	7	10	-2	-1	-20	-20	7	0.99	-2
